Compound activity as filed in PubChem BioAssay.
UBC13 inh: UBC13 polyubiquitin chain formation inhibitors, primary screen, biochemical, TR-FRET, uHTS; 0.47% of 330,000 active; AID 485273, 2010; inhibition, % at 20 µM; Ubiquitin-conjugating enzyme E2 N (Homo sapiens), P61088; in the data active means inhibition above about 45%, passing the limit was not always enough
Target sequence (P61088 whole entry, looked up): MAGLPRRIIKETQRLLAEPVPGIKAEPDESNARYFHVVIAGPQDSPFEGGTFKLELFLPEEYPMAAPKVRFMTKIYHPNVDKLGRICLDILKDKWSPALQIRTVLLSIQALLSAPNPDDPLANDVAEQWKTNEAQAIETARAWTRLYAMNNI
SENP8 block-1: human SENP8 protease inhibitors, primary screen, biochemical, fluorescence, Nedd8 protein substrate, uHTS; 0.64% of 360,000 active; AID 602440, 2012; recombinant SENP8; inhibition, % at 20 µM; Sentrin-specific protease 8 (Homo sapiens), Q96LD8; in the data active means inhibition mostly above about 40%, no sharp cut-off; inactive means mostly below about 27%
Target sequence (Q96LD8 whole entry, looked up): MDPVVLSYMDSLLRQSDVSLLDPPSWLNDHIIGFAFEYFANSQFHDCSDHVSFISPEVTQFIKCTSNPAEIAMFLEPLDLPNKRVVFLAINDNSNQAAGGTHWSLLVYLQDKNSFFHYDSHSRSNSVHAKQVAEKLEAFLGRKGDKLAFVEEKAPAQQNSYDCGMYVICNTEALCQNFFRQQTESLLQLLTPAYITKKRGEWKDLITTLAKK
SENP1 FRET inh: human SENP1 catalytic domain inhibitors, primary screen, biochemical, FRET, uHTS | recombinant SENP1 catalytic domain, CyPet-SUMO1-YPet FRET cleavage | AID 624204, 2012 | Sentrin-specific protease 1 (Homo sapiens), Q9P0U3 | inhibition, % at 10 µM | 0.21% of 360,000 active;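 active means inhibition at least 30% at 10 µM, raw YFP signal under a set limit, fluorescence ratio 0.5 to 1.5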;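 further: 0% = enzyme with DMSO and 100% = no enzyme wells; some results filed as inactive read as strong as hits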
Target sequence (Q9P0U3 419-644 limits assumed): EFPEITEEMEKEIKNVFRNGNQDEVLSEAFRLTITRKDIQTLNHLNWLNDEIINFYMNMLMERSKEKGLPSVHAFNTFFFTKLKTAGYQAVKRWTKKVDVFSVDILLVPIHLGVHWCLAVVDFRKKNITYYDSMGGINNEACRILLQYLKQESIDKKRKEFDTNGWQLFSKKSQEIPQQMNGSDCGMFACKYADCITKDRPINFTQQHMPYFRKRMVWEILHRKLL
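Assay system: hSENP1 catalytic domain, recombinant. Amount: SENP1 enzyme, 20 pM final. Schedule: 50 min reaction, RT, dark. Technique: FRET, CFP and YFP emission. Control set: no-enzyme wells low, DMSO-plus-enzyme wells high control.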
SENP7 inh: SENP7 protease inhibitors, primary screen, biochemical, luminescence, uHTS; Sentrin-specific protease 7 (Homo sapiens), Q9BQF6; recombinant SENP7, Z-RLRGG-aminoluciferin luminescence, 40 min; inhibition, % at 5 µM; 1.5% of 330,000 active; AID 434973, 2010;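 active means inhibition above about 50% at the single test dose, limit read from the data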;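 further: plate controls were DMSO with enzyme for no effect and no enzyme buffer wells for full effect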
Apaf1 inhib: inhibitors of human Apaf-1 apoptosome, primary screen, biochemical, DEVD-Rh110 fluorescence, uHTS; Apoptotic protease-activating factor 1 (Homo sapiens), O14727; reconstituted apoptosome caspase-3 activity; inhibition, % at 20 µM; 0.71% of 330,000 active; AID 489030, 2010; active means inhibition of at least 40% at 20 µM;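 further: plate controls were DMSO wells for no effect and DEVD-CHO caspase inhibitor wells for full effect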
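Material: reconstituted apoptosome with Apaf-1, cytochrome c, caspase-9, procaspase-3, dATP; medium: pH 7.5 Hepes buffer with CHAPS, BSA, DTT; also added: cytochrome c and DEVD-Rh110 substrate; timing: 30 min plus 50 min, RT; signal: Rh110 fluorescence intensity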
A3G deaminase: APOBEC3G DNA deaminase inhibitors, primary screen, biochemical, fluorescence, single-stranded DNA substrate, uHTS | AID 493012, 2011 | DNA dC->dU-editing enzyme APOBEC-3G (Homo sapiens), Q9HC16 | 0.28% of 330,000 active | recombinant A3G, ssDNA deamination FAM/TAMRA fluorescence | inhibition, % at 20 µM;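 active means inhibition of at least 40% at 20 µM, with no more than 30% in the related APOBEC3A deaminase screen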;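 further: plate controls were DMSO wells with A3G for no effect and wells lacking A3G enzyme for full effect; some compounds called inactive have numbers as strong as hits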
Target sequence (Q9HC16 whole entry, looked up): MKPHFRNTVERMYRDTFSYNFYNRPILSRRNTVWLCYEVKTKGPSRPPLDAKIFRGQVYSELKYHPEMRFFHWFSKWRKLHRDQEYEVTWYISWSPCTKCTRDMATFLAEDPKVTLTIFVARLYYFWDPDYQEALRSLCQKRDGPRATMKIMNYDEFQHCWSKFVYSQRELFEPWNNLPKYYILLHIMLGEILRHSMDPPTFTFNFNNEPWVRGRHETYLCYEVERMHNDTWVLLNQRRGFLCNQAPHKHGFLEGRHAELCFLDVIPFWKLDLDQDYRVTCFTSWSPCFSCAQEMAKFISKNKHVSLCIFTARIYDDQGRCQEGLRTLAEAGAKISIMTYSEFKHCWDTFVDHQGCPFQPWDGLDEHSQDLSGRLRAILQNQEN
SENP6 inh: SENP6 protease inhibitors, primary screen, biochemical, luminescence, uHTS. 1.8% of 330,000 active. Sentrin-specific protease 6 (Homo sapiens), Q9GZR1. inhibition, % at 10 µM. Recombinant SENP6 catalytic domain, aminoluciferin luminescence;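 active means inhibition above about 50% at the single tested dose, limit read from the data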;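 further: plate controls were DMSO wells with enzyme for no effect and DMSO wells lacking enzyme for full effect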
SENP8 block-2: SENP8 protease inhibitors, primary screen, biochemical, luminescence | AID 2540, 2010 | 1.2% of 330,000 active | purified SENP8, Z-RLRGG-aminoluciferin cleavage | inhibition, % at 10 µM | Sentrin-specific protease 8 (Homo sapiens), Q96LD8; in the data active means inhibition above about 50%
Starred values were filed as active, the others as inactive.

How did CCc1nnc(NC(=O)Cc2ccc(Br)cc2)s1 do in these assays?
UBC13 inh: 2; SENP8 block-1: 5; SENP1 FRET inh: 1; SENP7 inh: -5; Apaf1 inhib: -1; A3G deaminase: -11; SENP6 inh: -2; SENP8 block-2: 4

What do the screens show for `Cc1nn(C)c(C)c1/C=C1/SC(=S)NC1=O`?
UBC13 inh: -5; SENP8 block-1: 18; SENP1 FRET inh: -3; SENP7 inh: 15; Apaf1 inhib: 0; A3G deaminase: -2; SENP6 inh: -16; SENP8 block-2: 11

What do the screens show for `Cc1nc(SCC(=O)Nc2ccc(C)c(F)c2)c2oc3ccccc3c2n1`?
UBC13 inh: -2; SENP8 block-1: 7; SENP1 FRET inh: 1; SENP7 inh: 6; Apaf1 inhib: 1; A3G deaminase: 1; SENP6 inh: -24; SENP8 block-2: -14

What do the screens show for `O=C(NCc1cccnc1)c1ccc(S(=O)(=O)Nc2ccccc2)cc1`?
UBC13 inh: 0; SENP8 block-1: 6; SENP1 FRET inh: 3; SENP7 inh: -16; Apaf1 inhib: -1; A3G deaminase: -8; SENP6 inh: -1; SENP8 block-2: -4

How did O=C(O)C1CCN(C(=O)c2cccc3ccccc23)CC1 do in these assays?
UBC13 inh: -3; SENP8 block-1: 3; SENP1 FRET inh: -2; SENP7 inh: -9; Apaf1 inhib: -3; A3G deaminase: -9; SENP6 inh: -15; SENP8 block-2: -9

Results for COc1ccc(NC(=O)CO/N=C/C(=O)Nc2ccccc2C)c([N+](=O)[O-])c1 ?
UBC13 inh: -26; SENP8 block-1: 7; SENP1 FRET inh: 3; SENP7 inh: 7; Apaf1 inhib: 4; A3G deaminase: 2; SENP6 inh: -5; SENP8 block-2: 9

How did Cc1cc(C)nc(NN=C(c2ccccc2)c2ccccc2)n1 do in these assays?
UBC13 inh: -25; SENP8 block-1: 9; SENP1 FRET inh: 0; SENP7 inh: -8; Apaf1 inhib: 8; A3G deaminase: -5; SENP6 inh: 5; SENP8 block-2: -5

How did CCOC(=O)CN1C(=O)C(=O)N(Cc2ccccc2F)C1=O do in these assays?
UBC13 inh: -5; SENP8 block-1: 17; SENP1 FRET inh: -2; SENP7 inh: -3; Apaf1 inhib: 7; A3G deaminase: -15; SENP6 inh: 11; SENP8 block-2: 9

Results for OC1c2cc(Br)ccc2N=C2CCCN21 (stereo unspecified) ?
UBC13 inh: 2; SENP8 block-1: 29; SENP1 FRET inh: 5; SENP7 inh: -8; Apaf1 inhib: 4; A3G deaminase: 0; SENP6 inh: -25; SENP8 block-2: -9

What do the screens show for `CCn1cc(C(=O)NCc2ccco2)c2cc(OC)c(OC)cc2c1=O`?
UBC13 inh: 6; SENP8 block-1: 8; SENP1 FRET inh: 2; SENP7 inh: 3; Apaf1 inhib: 3; A3G deaminase: -6; SENP6 inh: -6; SENP8 block-2: -2

Results for CCOC(=O)c1cc(-c2ccc(F)cc2)n(CC(=O)NC(C)CC)c1C (stereo unspecified) ?
UBC13 inh: 5; SENP8 block-1: 18; SENP1 FRET inh: -2; SENP7 inh: -1; Apaf1 inhib: -7; A3G deaminase: -2; SENP6 inh: -17; SENP8 block-2: 1

Results for C=CCc1cccc(/C=C/c2cc(=O)c3ccccc3[nH]2)c1O ?
UBC13 inh: -7; SENP8 block-1: -330; SENP1 FRET inh: 14; SENP7 inh: -2; Apaf1 inhib: 4; A3G deaminase: -5; SENP6 inh: 1; SENP8 block-2: -8

How did CC1(C2CC2)NC(=O)N(CC(=O)N2CCN(c3ccc(F)cc3)CC2)C1=O (stereo unspecified) do in these assays?
UBC13 inh: 8; SENP8 block-1: 11; SENP1 FRET inh: 1; SENP7 inh: 2; Apaf1 inhib: 7; A3G deaminase: -1; SENP6 inh: -5; SENP8 block-2: -1

Results for O=C(CN(Cc1ccco1)S(=O)(=O)c1ccccc1)N/N=C/c1ccccc1C(=O)O ?
UBC13 inh: -1; SENP8 block-1: 8; SENP1 FRET inh: 2; SENP7 inh: -2; Apaf1 inhib: 3; A3G deaminase: 3; SENP6 inh: -6; SENP8 block-2: -3

Results for Cc1ccc(N2CC(=O)N(NC(=O)c3sc4nc(C)cc(C)c4c3N)CC2=O)cc1 ?
UBC13 inh: 11; SENP8 block-1: -422; SENP1 FRET inh: -27; SENP7 inh: -8; Apaf1 inhib: -18; A3G deaminase: -3; SENP6 inh: -11; SENP8 block-2: 9

What do the screens show for `Cn1c(=O)c2c(nc(Cc3ccc(N)cc3)n2C)n(C)c1=O`?
UBC13 inh: 3; SENP8 block-1: 13; SENP1 FRET inh: 1; SENP7 inh: 10; Apaf1 inhib: 8; A3G deaminase: 1; SENP6 inh: -12; SENP8 block-2: -7

Results for CCOc1ccc(CCNC(=O)COC(=O)/C=C/c2ccccc2)cc1OCC ?
UBC13 inh: 2; SENP8 block-1: 13; SENP1 FRET inh: 0; SENP7 inh: 7; Apaf1 inhib: 10; A3G deaminase: 1; SENP6 inh: -10; SENP8 block-2: -2

How did Cc1c(NC(=O)/C(C#N)=C/c2ccc(-c3ccc(Cl)c(Cl)c3)o2)c(=O)n(-c2ccccc2)n1C do in these assays?
UBC13 inh: 2; SENP8 block-1: -5; SENP1 FRET inh: -9; SENP7 inh: 3; Apaf1 inhib: 27; A3G deaminase: 5; SENP6 inh: 12; SENP8 block-2: 5

How did COc1cc(OC)c(-c2c3cc(O)c(=O)cc-3oc3cc(O)c(O)cc23)cc1OC do in these assays?
UBC13 inh: -16; SENP8 block-1: 24; SENP1 FRET inh: 88*; SENP7 inh: -6; Apaf1 inhib: -3; A3G deaminase: -11; SENP6 inh: 18; SENP8 block-2: -7

Results for O=C(Nc1ccc(N2CCOCC2)c(Cl)c1)c1ccc2c(c1)OCCO2 ?
UBC13 inh: -2; SENP8 block-1: 8; SENP1 FRET inh: 3; SENP7 inh: 3; Apaf1 inhib: 13; A3G deaminase: -2; SENP6 inh: -16; SENP8 block-2: -1

What do the screens show for `Cc1nnc(SCCN2CCOCC2)n1C`?
UBC13 inh: 5; SENP8 block-1: 1; SENP1 FRET inh: 3; SENP7 inh: 1; Apaf1 inhib: -14; A3G deaminase: -9; SENP6 inh: 0; SENP8 block-2: 0

How did CCN(CC)CCNC(=O)c1ccc2c(c1)ncn2C1CCCCC1 do in these assays?
UBC13 inh: 14; SENP8 block-1: 25; SENP1 FRET inh: -1; SENP7 inh: -2; Apaf1 inhib: 0; A3G deaminase: -6; SENP6 inh: -10; SENP8 block-2: 0

What do the screens show for `O=C(O)c1nn(-c2cccc(C(F)(F)F)c2)ccc1=O`?
UBC13 inh: 2; SENP8 block-1: 22; SENP1 FRET inh: 2; SENP7 inh: 0; Apaf1 inhib: 1; A3G deaminase: -5; SENP6 inh: -28; SENP8 block-2: 10

How did O=C(COC(=O)c1cc([N+](=O)[O-])ccc1N1CCOCC1)Nc1ccccc1OC(F)F do in these assays?
UBC13 inh: -1; SENP8 block-1: 19; SENP1 FRET inh: 0; SENP7 inh: 4; Apaf1 inhib: 10; A3G deaminase: 2; SENP6 inh: -1; SENP8 block-2: -3

What do the screens show for `CCC(C)NC(=O)[C@@H]1CSC2c3ccccc3C(=O)N21` (stereo partly specified)?
UBC13 inh: 8; SENP8 block-1: 15; SENP1 FRET inh: -7; SENP7 inh: 1; Apaf1 inhib: -4; A3G deaminase: -4; SENP6 inh: -20; SENP8 block-2: -1

Results for CCOc1ccc2c(c1)/C(=N/N1C(=O)c3ccccc3C1=O)C(=O)N2 ?
UBC13 inh: -27; SENP8 block-1: 7; SENP1 FRET inh: 4; SENP7 inh: 7; Apaf1 inhib: -1; A3G deaminase: 1; SENP6 inh: -16; SENP8 block-2: -2

What do the screens show for `C/C(=N/NC(=O)c1cccs1)c1ccc(NC(=O)COc2ccc(Cl)cc2Cl)cc1`?
UBC13 inh: -4; SENP8 block-1: -89; SENP1 FRET inh: 0; SENP7 inh: -5; Apaf1 inhib: -4; A3G deaminase: 0; SENP6 inh: -5; SENP8 block-2: 1

Results for O=C(N/N=C/c1c(Cl)[nH]c2ccccc12)c1sc2ccccc2c1Cl ?
UBC13 inh: -4; SENP8 block-1: -26; SENP1 FRET inh: -7; SENP7 inh: -7; Apaf1 inhib: 11; A3G deaminase: -6; SENP6 inh: -1; SENP8 block-2: -1

How did CCC(=O)Nc1ccc2c(c1)N(C(C)=O)c1ccccc1CC2 do in these assays?
UBC13 inh: 1; SENP8 block-1: 17; SENP1 FRET inh: 3; SENP7 inh: -6; Apaf1 inhib: 1; A3G deaminase: -4; SENP6 inh: -7; SENP8 block-2: 6

What do the screens show for `Cn1cc(CN2CCN(c3ccccc3)CC2)c2ccccc21`?
UBC13 inh: 9; SENP8 block-1: 14; SENP1 FRET inh: 2; SENP7 inh: -7; Apaf1 inhib: -3; A3G deaminase: 0; SENP6 inh: 6; SENP8 block-2: -9

Reprinted from the entries so far for reference:
How did CCC(=O)Nc1ccc2c(c1)N(C(C)=O)c1ccccc1CC2 do in these assays?
UBC13 inh: 1; SENP8 block-1: 17; SENP1 FRET inh: 3; SENP7 inh: -6; Apaf1 inhib: 1; A3G deaminase: -4; SENP6 inh: -7; SENP8 block-2: 6

What do the screens show for `Cn1cc(CN2CCN(c3ccccc3)CC2)c2ccccc21`?
UBC13 inh: 9; SENP8 block-1: 14; SENP1 FRET inh: 2; SENP7 inh: -7; Apaf1 inhib: -3; A3G deaminase: 0; SENP6 inh: 6; SENP8 block-2: -9

Continuation:
Results for COc1ccc(C(=O)COC(=O)C2CC3CCCC(C2)C3=O)cc1Br (stereo unspecified) ?
UBC13 inh: 4; SENP8 block-1: 28; SENP1 FRET inh: 3; SENP7 inh: -4; Apaf1 inhib: 10; A3G deaminase: -7; SENP6 inh: -10; SENP8 block-2: -10

What do the screens show for `COc1ccc(C(=O)N2CCC(N3CCN(c4ccccc4)CC3)CC2)cc1`?
UBC13 inh: 3; SENP8 block-1: 22; SENP1 FRET inh: 1; SENP7 inh: -5; Apaf1 inhib: -3; A3G deaminase: -7; SENP6 inh: -2; SENP8 block-2: -2

Results for Cc1ccc(OCCOCCN2CCN(C)CC2)c([N+](=O)[O-])c1 ?
UBC13 inh: -1; SENP8 block-1: 12; SENP1 FRET inh: 1; SENP7 inh: 0; Apaf1 inhib: 0; A3G deaminase: 0; SENP6 inh: -1; SENP8 block-2: -3

How did CCOC(=O)N1CCN(Cc2nc(-c3ccc(C)cc3)no2)CC1 do in these assays?
UBC13 inh: -1; SENP8 block-1: 8; SENP1 FRET inh: -1; SENP7 inh: 0; Apaf1 inhib: -3; A3G deaminase: -1; SENP6 inh: -10; SENP8 block-2: -5

Results for COc1ccccc1C(OC(=O)c1ccco1)C(=O)NC(C)(C)C (stereo unspecified) ?
UBC13 inh: 7; SENP8 block-1: 11; SENP1 FRET inh: 0; SENP7 inh: -3; Apaf1 inhib: -1; A3G deaminase: -4; SENP6 inh: -8; SENP8 block-2: -3

How did COC(=O)CCCC(=O)NC1CCCN(C2Cc3ccccc3C2)C1 (stereo unspecified) do in these assays?
UBC13 inh: -6; SENP8 block-1: 23; SENP1 FRET inh: -2; SENP7 inh: 18; Apaf1 inhib: -5; A3G deaminase: 0; SENP6 inh: -13; SENP8 block-2: -9
